Neddylation inh: inhibitors of human cullin neddylation. P61081+Q13564. TR-FRET cullin neddylation, biochemical. calls only at 25 µM. 0.58% of 360,000 active. AID 651699; in the data active = inhibition above about 36%
SKN-1 block: blocks SKN-1 activity in C. elegans; C. elegans VP596 Pgst-4::GFP/RFP ratio, acrylamide-induced, 24 h; inhibition, % at 21.8 µM; 0.49% of 360,000 active; AID 624304;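 active = interference check ratio from 0.5 to 1.5 plus GFP to RFP signal ratio inhibition reaching or exceeding a fixed threshold, cut at about 30% in these data, passing the limit was not always enough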; note: some compounds called inactive have numbers as strong as hits
FAS-TE inh: inhibitors of human fatty acid synthase thioesterase domain; 0.67% of 360,000 active; recombinant FAS-TE, OMFH fluorogenic substrate, fluorescence endpoint; inhibition, % at 15 µM;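 active = compounds whose normalised, plate-corrected inhibition of enzyme fluorescence in the single-dose primary screen is 50% or more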;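 note: 0% = DMSO with enzyme and 100% = substrate without enzyme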
NRP1-CendR mod: alters CendR peptide binding to human NRP-1; O14786; FAM-RPARPAR peptide binding to NRP-1, fluorescence polarization; inhibition, % at 25 µM; 0.85% of 360,000 active;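 active = inhibition or corrected inhibition above about 18%, plus a signal ratio from 0.5 to 1.5, limit read from the data, passing the limit was not always enough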; note: strong numbers were not always called active
Target sequence (O14786 whole entry, looked up): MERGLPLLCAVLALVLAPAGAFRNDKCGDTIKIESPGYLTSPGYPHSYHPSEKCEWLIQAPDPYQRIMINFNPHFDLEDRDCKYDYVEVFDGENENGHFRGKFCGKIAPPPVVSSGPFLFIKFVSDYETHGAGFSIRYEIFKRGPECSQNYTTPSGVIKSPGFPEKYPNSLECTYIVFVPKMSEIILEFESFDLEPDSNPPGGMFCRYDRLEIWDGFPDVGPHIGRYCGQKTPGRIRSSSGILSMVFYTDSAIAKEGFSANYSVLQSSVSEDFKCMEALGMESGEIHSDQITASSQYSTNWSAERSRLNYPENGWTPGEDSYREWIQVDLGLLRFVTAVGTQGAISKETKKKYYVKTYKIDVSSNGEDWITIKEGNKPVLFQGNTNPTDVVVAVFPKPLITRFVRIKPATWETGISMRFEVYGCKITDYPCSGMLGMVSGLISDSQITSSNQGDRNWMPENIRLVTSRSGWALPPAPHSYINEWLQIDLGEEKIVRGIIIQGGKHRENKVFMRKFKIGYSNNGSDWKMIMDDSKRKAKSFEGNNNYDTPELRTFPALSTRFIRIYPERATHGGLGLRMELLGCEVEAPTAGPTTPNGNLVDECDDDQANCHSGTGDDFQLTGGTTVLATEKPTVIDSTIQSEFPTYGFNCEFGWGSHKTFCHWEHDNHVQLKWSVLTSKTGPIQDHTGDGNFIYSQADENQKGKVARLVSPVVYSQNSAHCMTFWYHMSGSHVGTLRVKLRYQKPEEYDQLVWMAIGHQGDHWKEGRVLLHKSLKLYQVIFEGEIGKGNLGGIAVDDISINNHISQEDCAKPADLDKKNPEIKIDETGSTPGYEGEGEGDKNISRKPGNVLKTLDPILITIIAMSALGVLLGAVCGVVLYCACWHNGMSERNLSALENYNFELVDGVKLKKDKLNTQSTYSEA
Rin1 Abl inh: blocks binding of human Rin1 to Abl; inhibition, % at 7.35 µM; TR-FRET Rin1/Abl binding, biochemical; 0.4% of 360,000 active; in the data active = inhibition above about 5%, passing the limit was not always enough
MsrA act: activates bovine MsrA enzyme; purified bovine MsrA, absorbance read-out; activation, % at 10.6 µM; 0.3% of 360,000 active; AID 602163; in the data active = activation above about 7.5%;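 note: 0% = vehicle and 100% = reference activator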
MT1-MMP act inh: inhibitors of human MT1-MMP activation. HT1080 RFP-PRO-GFP cells, GFP/RFP ratio fluorescence, overnight; percent of plate control window, DMSO zero. P50281. AID 651647. 0.061% of 360,000 active. GFP/RFP ratio change, % at 20 µM;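 active = GFP/RFP ratio change of at least 30% with cell ATP level not reduced by more than half and red fluorescence within 50% of control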; note: strong numbers were not always called active
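Compound: 20 µM single dose, 1% DMSO / System: HT1080 RFP-PRO-GFP cells / Controls: DMSO and RFP-L50D-GFP cell wells / Read-out basis: GFP/RFP fluorescence ratio / Schedule: overnight compound exposure at 37 °C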
MLLE-PAM2 inh: blocks PAM2 peptide binding to the PABP1 MLLE domain | P11940 | GST-MLLE / FITC-PAM2 fluorescence polarization | inhibition, % at 20 µM | 0.36% of 360,000 active | AID 588489; in the data active = inhibition above about 35%, passing the limit was not always enough;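 note: plate controls were DMSO wells with GST-MLLE for no effect and wells lacking GST-MLLE protein for full effect; some results filed as inactive read as strong as hits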
E coli Lon inh: inhibits E. coli Lon protease; P0A9M0; purified E. coli Lon protease, fluorescence polarization; inhibition, % at 7.94 µM; 0.42% of 360,000 active; in the data active = inhibition above about 13%, passing the limit was not always enough;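 note: 0% = enzyme with probe and DMSO and 100% = no enzyme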
Starred values were filed as active, the others as inactive; i = inactive; nt = no result given.

Under each structure – Neddylation inh	SKN-1 block	FAS-TE inh	NRP1-CendR mod	Rin1 Abl inh	MsrA act	MT1-MMP act inh	MLLE-PAM2 inh	E coli Lon inh
- CC1CCN(S(=O)(=O)c2cccc(C(=O)NCc3ccco3)c2)CC1
 : i	18.7	0.6	15.1	-3.8	-1.9	3.3	-6.1	2.7
- O=S(=O)(NCC1CCCO1)c1ccc(Br)s1 (centres undefined)
 : i	-1.9	-6.9	1.5	4.9	-5.3	0.8	-2.4	-7.3
- Cc1nc2cc(NC(=O)c3ccc([N+](=O)[O-])s3)ccc2s1
 : i	-2.7	1.9	-29.5	-2.6	-0.7	-0.6	-19.8	-9.6
- Cc1cc(SCC(=O)c2ccccc2)n2nc(C)nc2n1
 : i	-7.7	-7.9	-2.4	-0.7	-6.4	0.6	36.5	0.4
- COc1ccc(OCC(O)CN2CCNCC2)cc1 (centres undefined)
 : i	-1.1	-3.5	-3.1	-1.0	-1.0	-2.3	0.1	-13.5
- COc1cc(C2C(C#N)=C(N)OC3=C2C(=O)CC(C)(C)C3)cc2c1OCO2 (centres undefined)
 : i	-9.0	-3.1	-9.5	-3.4	-7.4	-5.0	-13.9	12.4
- CS(=O)(=O)N(CC(=O)Nc1ccccc1-c1ccccc1)c1cccc(F)c1
 : i	12.4	16.6	26.7*	-0.2	-3.8	-5.1	-1.7	1.1
- CC(NC(=O)c1ccc(Cl)cc1)C1CC2CCC1C2 (centres undefined)
 : i	-14.1	10.5	2.7	2.2	-3.2	-2.9	-8.8	2.1
- CCC(C(=O)OCC(=O)Nc1ccc(C(N)=O)cc1)c1ccccc1 (centres undefined)
 : i	4.0	-6.4	3.9	-1.0	-4.1	2.4	-9.4	-6.9
- Cc1ccc(NC(=O)COC(=O)c2ccc3c(c2)C(=O)N(CCc2ccccc2)C3=O)c(C)c1
 : i	-5.2	-3.1	10.6	1.6	3.9	-3.7	-11.5	-8.6
- COC(=O)c1ccc(NC(=O)c2cccc(N3C(=O)C4C5C=CC(C6CC56)C4C3=O)c2)cc1 (centres undefined)
 : i	3.6	19.6	12.9	1.0	-1.7	1.3	-7.4	1.9
- O=C(NCCc1ccccc1)C(=O)NCC1OCCN1S(=O)(=O)c1ccc([N+](=O)[O-])cc1 (centres undefined)
 : i	1.1	12.1	3.6	-5.3	-2.3	5.8	5.7	-5.7
- NS(=O)(=O)c1ccc(NC(=O)c2ccc3c(c2)CCCC3)cc1
 : i	-6.6	-1.9	-10.3	2.9	-7.9	0.4	3.8	2.5
- C[C@]12C=CC(=O)C=C1CC[C@@H]1[C@@H]2C(=O)C[C@@]2(C)[C@H]1CC[C@]2(O)C(=O)COC(=O)CCC(=O)O
 : i	27.1	-3.7	10.8	5.0	-3.5	3.0	-5.8	-0.3
- O=C(CCc1nc2ccccc2[nH]1)NC1CCCCC1
 : i	-3.2	0.5	-5.2	-2.5	-0.9	-3.3	-6.4	4.5
- O=C(/C=C/c1ccc[nH]1)c1ccccc1
 : i	12.3	-4.9	-9.7	-0.9	-8.3	-0.9	-33.6	-15.9
- O=S(=O)(c1ccc(Cl)cc1)N1CCN(C2CCCCCC2)CC1
 : i	12.9	17.2	0.8	0.7	-1.4	-0.7	3.5	3.2
- Cc1ccc(C(=O)NCCc2sc(C)nc2C)cc1
 : i	2.2	-11.6	-5.2	0.5	-4.8	2.1	33.8	-4.8
- CC1(C(=O)NCc2ccc3c(c2)OCO3)CCN1C(=O)C1(c2ccc(Cl)cc2)CC1 (centres undefined)
 : i	-9.2	2.8	-2.7	-0.8	-6.1	2.8	5.1	-3.2
- CC(=O)Nc1nc2cc([N+](=O)[O-])ccc2s1
 : i	4.9	-0.7	10.8	-2.4	-1.5	5.7	14.0	-1.8
- CCOc1ccc(NC(=O)c2ccc(NC(=O)C3CCCO3)cc2)cc1 (centres undefined)
 : i	16.6	-4.5	7.4	2.5	-3.7	2.8	6.4	-0.1
- COCCN(C(=O)COC(=O)c1oc2ccc(OC)cc2c1C)c1c(N)n(Cc2ccccc2)c(=O)[nH]c1=O
 : nt	2.4	-3.8	-1.8	0.3	-2.6	0.7	-16.2	-13.1
- COc1ccc(N2CC(C(=O)N/N=C/c3ccccc3)CC2=O)cc1 (centres undefined)
 : i	6.2	-4.1	1.9	0.3	-11.1	2.2	4.4	6.6
- Cc1cc(C)c(C2=Nn3c(C)nnc3SC2C)cc1C (centres undefined)
 : i	9.3	-6.5	10.8	1.8	-2.8	2.4	3.1	0.7
- O=C(Nc1ccc(F)c(Cl)c1)c1cc(C2CCCN(C(=O)CCc3ccccc3)C2)on1 (centres undefined)
 : i	13.4	15.4	-1.3	3.9	-4.0	2.1	7.0	-10.9
- CS(=O)(=O)N(CC(=O)N1CCc2ccccc2C1)c1cccc(Br)c1
 : i	-6.6	6.4	-0.6	3.0	0.8	-0.7	4.8	-4.0
- COc1ccc(NC(=O)c2csc(Cc3ccc(Cl)cc3)n2)cc1
 : i	12.6	0.6	-1.6	-3.5	-2.3	-0.1	7.8	-0.8
- CCOc1ccc(CCNC(=O)Cn2ncn3nc(-c4ccc(OC)cc4)cc3c2=O)cc1OCC
 : i	2.5	-3.8	-1.7	-0.1	3.4	1.3	-4.2	3.5
- Cc1cccc(NC(=O)CN2NS(=O)(=O)c3ccccc3C2=O)c1
 : i	-11.0	-6.8	8.9	-2.2	-4.1	-3.7	-19.4	7.0
- CCOc1ccc(N2C(=O)CC(Sc3nc(O)c(CC)c(=O)[nH]3)C2=O)cc1 (centres undefined)
 : i	4.2	-9.2	6.4	-1.9	1.7	2.1	24.3	4.3

Entries of single compounds, looked up by structure. Order of values: Neddylation inh	SKN-1 block	FAS-TE inh	NRP1-CendR mod	Rin1 Abl inh	MsrA act	MT1-MMP act inh	MLLE-PAM2 inh	E coli Lon inh
`COc1cc(C2C(C#N)=C(N)OC3=C2C(=O)CC(C)(C)C3)cc2c1OCO2` (centres undefined) is listed with i	-9.0	-3.1	-9.5	-3.4	-7.4	-5.0	-13.9	12.4
`O=S(=O)(c1ccc(Cl)cc1)N1CCN(C2CCCCCC2)CC1` is listed with i	12.9	17.2	0.8	0.7	-1.4	-0.7	3.5	3.2
`O=C(Nc1ccc(F)c(Cl)c1)c1cc(C2CCCN(C(=O)CCc3ccccc3)C2)on1` (centres undefined) is listed with i	13.4	15.4	-1.3	3.9	-4.0	2.1	7.0	-10.9
`O=S(=O)(NCC1CCCO1)c1ccc(Br)s1` (centres undefined) is listed with i	-1.9	-6.9	1.5	4.9	-5.3	0.8	-2.4	-7.3

Going on with the list.
Under each structure – Neddylation inh	SKN-1 block	FAS-TE inh	NRP1-CendR mod	Rin1 Abl inh	MsrA act	MT1-MMP act inh	MLLE-PAM2 inh	E coli Lon inh
- COc1ccc(NC(=O)C2CC(=O)N(c3cc(C)ccc3C)C2)cc1 (centres undefined)
 : i	4.7	-1.0	0.1	2.4	-1.3	0.9	-0.2	-2.8
- O=C(CN1C(=O)NC(Cc2c[nH]c3ccccc23)C1=O)NCC(F)(F)F (centres undefined)
 : i	-10.4	-8.1	0.4	-3.7	-4.2	3.1	2.4	-6.9
- COCCCNC(=O)CC1C[C@H](C(=O)N2CCOCC2)[C@@]2(C)c3[nH]c4ccc(OC)cc4c3CCN2C1=O (some centres undefined)
 : i	8.5	-7.5	-25.4	-7.1	-3.2	4.2	-1.8	-2.9
- COc1cccc(C(=O)COC(=O)c2ccc(NC(C)=O)cc2)c1
 : i	5.5	-0.9	-4.9	2.1	-2.9	2.5	-1.6	-2.2
- COc1ccc(C)cc1NC(=O)CN(c1ccc(C)cc1)S(C)(=O)=O
 : i	-23.7	-1.2	1.5	2.6	-2.8	-4.7	-0.8	-4.0
- Cc1cc(C)c(NC(=O)CN(C)C(=O)CCC(=O)c2ccc(C)s2)c(C)c1
 : i	1.5	1.2	-5.5	0.9	-3.6	0.9	-10.3	-5.2
- Cc1nn(CC(=O)NC(C)C)c(C)c1[N+](=O)[O-]
 : i	-15.2	-6.8	15.5	-0.7	-8.6	2.4	-9.2	-6.5
- C=CCN(c1cccc(C(F)(F)F)c1)S(=O)(=O)c1cccc(C(=O)OCC(=O)NC)c1
 : i	5.4	4.2	-2.4	-1.8	-3.6	-0.5	-7.6	13.5
- COc1ccc(S(=O)(=O)N2CCN(CC(=O)Nc3ccccc3OC)CC2)cc1
 : i	-3.0	0.1	1.1	3.7	-11.3	-5.6	-1.3	-3.1
- Cc1cc(C)c2oc(C(=O)Nc3nnc(C(C)C)s3)cc(=O)c2c1
 : i	5.9	-7.0	2.5	5.8	-5.7	-0.1	-8.4	-9.6
- Cc1ccc(Cn2c(=N)n(CC(O)COc3ccccc3)c3ccccc32)cc1 (centres undefined)
 : i	4.6	-9.6	24.1*	-0.1	1.4	-6.7	4.7	-2.1
- CCN1CCCC1CNC(=O)c1cc(N)ccc1OC (centres undefined)
 : i	20.3	-7.0	-1.8	5.0	-3.5	-0.3	-5.1	9.7
- COc1ccc2c(c1)C1(Nc3ccccc3C(=O)N1c1ccccc1)C(=O)N2 (centres undefined)
 : i	8.1	-7.3	-1.3	-1.0	-3.1	-3.0	8.9	-2.8
- Cc1ccc(S(=O)(=O)N2CCCCC2CCNC(=O)C(=O)NCCc2ccco2)cc1 (centres undefined)
 : i	7.8	17.1	10.6	1.2	-1.4	-1.3	10.8	0.4
- Cc1sc(N)nc1C12CC3CC(CC(C3)C1)C2
 : i	0.0	-18.6	-1.7	-2.6	-11.1	0.2	-78.7	-13.1
- Cc1nn(C)c(C(=O)Nc2ccc(Cl)c([N+](=O)[O-])c2)c1Cl
 : i	7.7	-5.4	2.1	1.1	2.2	0.2	18.5	-5.3
- COc1ccc(C(=O)O/N=C2\CCCc3nonc32)cc1
 : i	-4.8	-5.6	11.0	1.5	-0.1	2.3	4.0	-1.7
- C#CCNc1cc(-c2ccccc2)nc2ncnn12
 : i	-5.8	-2.1	9.7	0.3	-1.2	3.4	-7.8	4.5
- COc1ccc(C(=O)N2CCC(C(=O)NCc3ccccn3)CC2)cc1
 : i	14.1	-4.3	34.8*	4.2	1.0	8.8	9.0	-10.3
- COc1ccc(-n2nc(C(=O)NCC(=O)NC3CCCCCC3)c3ccccc3c2=O)c(OC)c1
 : i	9.4	3.3	19.3*	2.9	1.2	-2.0	0.3	8.3
- O=C(Nc1nc(-c2ccc3c(c2)OCO3)cs1)C1COc2ccccc2O1 (centres undefined)
 : i	15.1	27.1	-0.7	-0.9	-6.9	3.4	18.1	-0.6
- COc1ccc(OC)c(S(=O)(=O)Nc2cccc3c(O)cccc23)c1
 : i	-1.4	-0.5	-2.2	-1.5	-1.4	6.2	1.9	11.3
- Cc1ccccc1Oc1nc2ccccn2c(=O)c1/C=C(\C#N)C(=O)Nc1c(C)n(C)n(-c2ccccc2)c1=O
 : i	6.1	-1.1	-2.0	-1.2	-2.3	-3.6	4.7	7.6
- CC(C)NC(=O)C1(C)CSCC(=O)N1C1CC1 (centres undefined)
 : i	10.0	nt	-1.4	nt	nt	2.3	nt	nt
- CN(C)Cc1c(-c2ccc(Cl)cc2)nc2ccccn12
 : i	7.7	2.0	-2.5	1.1	-3.2	1.2	-13.6	0.7
- CCCN1C(=O)c2ccccc2NC1c1cc(OC)c(OC)c(OC)c1 (centres undefined)
 : nt	2.8	-5.8	6.9	-1.3	-4.4	-6.2	-3.0	6.1
- Cc1c(S(=O)(=O)N2CCCC(C(=O)O)C2)cnn1C (centres undefined)
 : i	4.0	-2.5	21.8*	0.4	-3.9	8.6	-7.0	2.6
- CCOC(=O)C(NC(C)=O)C(=O)Nc1ccc(C(C)C)cc1 (centres undefined)
 : i	4.7	-7.1	26.0*	-2.0	-9.9	2.3	4.4	-3.7
- COCCCNC(=O)CC1Oc2ccccc2NC1=O (centres undefined)
 : i	-8.4	-7.4	3.8	4.6	-2.6	0.4	1.0	-1.5
- COc1ccc(NC(=O)c2ccc(COCC(F)(F)F)cc2)cc1OC
 : i	-13.4	-0.6	-4.5	-2.2	-12.8	-3.5	6.0	-7.5

From PubChem BioAssay
